# Bcl-XL Bim block: disrupts Bim peptide binding to human Bcl-XL; Q07817; bead flow cytometry, fluorescence; inhibition, % at 10 µM; hit rate 0.04% among 190,000; AID 1007
# Target sequence (Q07817 whole entry, looked up): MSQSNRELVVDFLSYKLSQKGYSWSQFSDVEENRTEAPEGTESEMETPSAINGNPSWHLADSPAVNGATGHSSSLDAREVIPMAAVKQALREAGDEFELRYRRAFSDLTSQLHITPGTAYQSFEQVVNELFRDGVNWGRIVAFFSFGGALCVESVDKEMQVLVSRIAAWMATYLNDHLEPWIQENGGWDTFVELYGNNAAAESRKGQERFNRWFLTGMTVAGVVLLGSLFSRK
# Bfl-1 Bim block: inhibitors of Bim-Bfl-1 interaction, human; Q16548; inhibition, % at 10 µM; hit rate 0.12% among 190,000; Bead-based flow cytometry, Bim-Bfl-1 binding inhibition;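 note: 0% = wells without compound plus tracer and 100% = blocker peptide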
# ABCB1 block: inhibitors of human ABCB1 transporter, ABCG2 counter-screen; P08183; CCRF-Adr cells, JC-1 efflux, flow cytometry; inhibition, % at 6.6 µM; hit rate 0.067% among 190,000; AID 1326; in the data active = inhibition above about 40%;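 note: 0% = vehicle and 100% = reference inhibitor; higher value means more JC-1 retained so stronger ABCB1 efflux block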
# RGS4-Gao reg: modulates binding of RGS4 to human Galphao. P09471. hit rate 0.33% among 220,000. Multiplexed bead flow cytometry; actives lie on both sides. binding response (% of control), % at 10 µM; in the data active = binding response below about 49% or above about 150%; inactive = in between;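 note: fluorescent Galphao activated with aluminum fluoride binding bead-coupled RGS4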
# Bim-Bcl-B: disrupts Bim peptide binding to human Bcl-B. Q9HD36. bead-based flow cytometry. inhibition, % at 10 µM. hit rate 0.073% among 190,000;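 note: 0% = tracer peptide without compound and 100% = reference inhibitor peptide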
# Target sequence (Q9HD36 whole entry, looked up): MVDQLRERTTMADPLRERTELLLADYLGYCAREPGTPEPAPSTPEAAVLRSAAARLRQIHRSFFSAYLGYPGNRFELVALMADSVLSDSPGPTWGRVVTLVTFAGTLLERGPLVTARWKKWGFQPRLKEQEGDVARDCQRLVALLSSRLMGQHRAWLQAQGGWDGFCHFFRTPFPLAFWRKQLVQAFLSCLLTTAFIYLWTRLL
# RGS8-Gao reg: modulates binding of RGS8 to human Galphao. response (percent of control binding), % at 10 µM. hit rate 0.34% among 220,000. P09471. AID 1423. multiplexed bead flow cytometry; actives lie on both sides; in the data active = response below about 60% or above about 140%; inactive = in between;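 note: Galphao activated as the GDP aluminium fluoride complex binding bead-coupled RGS8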
# Bcl-2 Bim block: disrupts Bim peptide binding to human Bcl-2; P10415; Bead-based flow cytometry, Bim peptide-Bcl-2 binding; inhibition, % at 10 µM; hit rate 0.06% among 190,000; in the data active = inhibition above about 40%; inconclusive = no clear call, values can overlap the other calls;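 note: 0% = no compound wells with probe peptide and 100% = reference peptide inhibitor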
# Bcl-W Bim block: inhibitors of Bim-Bcl-W interaction, human | Q92843 | bead-based flow cytometry, Bim peptide-Bcl-W binding | inhibition, % at 10 µM | hit rate 0.02% among 190,000 | AID 952;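 note: 0% = bound tracer without compound and 100% = peptide blocker; higher means less fluorescent Bim peptide bound to Bcl-W beads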
# GSH bead fluor: GSH bead compound fluorescence profile; fluorescence (KMESF) at 10 µM; GSH beads flow cytometry, compound fluorescence 488/530 nm; hits give high values; hit rate 0.25% among 190,000; in the data active = fluorescence above about 89;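 note: glutathione beads carrying GST-tagged Bcl family fusion proteins plus one bare bead set; values are compound well signal with DMSO vehicle wells as background; inactives centre near 16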
# ABCG2 block: blocks JC-1 efflux by human ABCG2 transporter; inhibition, % at 6.6 µM; IgMXP3 cells, flow cytometry; Q9UNQ0; hit rate 0.1% among 190,000;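 active = inhibition above 80%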;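 note: 0% = DMSO and 100% = nicardipine control wells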
# Target sequence (Q9UNQ0 whole entry, looked up): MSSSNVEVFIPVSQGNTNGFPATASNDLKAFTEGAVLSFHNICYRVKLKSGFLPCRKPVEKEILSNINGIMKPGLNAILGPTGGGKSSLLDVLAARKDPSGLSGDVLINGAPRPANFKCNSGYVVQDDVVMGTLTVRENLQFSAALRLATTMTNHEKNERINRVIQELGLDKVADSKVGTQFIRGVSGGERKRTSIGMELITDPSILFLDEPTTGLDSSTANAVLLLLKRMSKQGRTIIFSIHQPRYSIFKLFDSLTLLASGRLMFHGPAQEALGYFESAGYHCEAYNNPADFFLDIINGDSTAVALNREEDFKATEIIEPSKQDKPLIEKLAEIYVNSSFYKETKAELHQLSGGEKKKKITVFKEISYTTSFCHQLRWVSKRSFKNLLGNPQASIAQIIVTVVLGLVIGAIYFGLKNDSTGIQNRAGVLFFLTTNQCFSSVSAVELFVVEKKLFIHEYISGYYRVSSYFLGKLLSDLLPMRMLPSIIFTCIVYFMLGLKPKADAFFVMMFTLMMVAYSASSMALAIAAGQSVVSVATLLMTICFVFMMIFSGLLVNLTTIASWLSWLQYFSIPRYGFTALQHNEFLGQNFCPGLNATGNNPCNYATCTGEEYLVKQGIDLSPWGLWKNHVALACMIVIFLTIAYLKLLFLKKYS
#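 Test system: IgMXP3 (ABCG2) plus far-red-tagged CCRF-Adr (ABCB1) cells. Reagent: JC-1 dye as substrate. Timing: 10 min exposure at 25 °C with rotation, no wash. Measured by: flow cytometric JC-1 green MFI at 530 nm. Read-out: percent efflux inhibition, scaled nicardipine 100% to DMSO 0%. Control set: nicardipine and DMSO wells.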
# RGS7-Gao: regulators of human RGS7-Galphao interaction; hit rate 0.35% among 220,000; Multiplexed bead flow cytometry, RGS7-Galphao binding; actives lie on both sides; AID 1439; binding response (% of control), % at 10 µM; P09471; in the data active = binding response below about 49% or above about 150%; inconclusive = no clear call, values can overlap the other calls; inactive = in between;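 note: fluorescent Galphao held in activated GDP-AlF4 state binding bead-coupled RGS7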
# Active calls of the source: *; u = inconclusive; & = joins results of further samples. Cut-off read from the data, not from the text of the source, unless noted: active = inhibition above about 40%.
SMILES,Bcl-XL Bim block,Bfl-1 Bim block,ABCB1 block,RGS4-Gao reg,Bim-Bcl-B,RGS8-Gao reg,Bcl-2 Bim block,Bcl-W Bim block,GSH bead fluor,ABCG2 block,RGS7-Gao
COc1ccc(OCCSc2n[nH]c(N)n2)cc1,-2,-10,0.5,103,-8,101,-5,0,16,2,100
Clc1ccc(NC2=NCCC2)cc1Cl,1,0,1.6,103,0,101,0,0,28,13,100
Cc1ccc(NC(=S)Nc2cccc3cnccc23)cc1,-7,4,0.1,101,-18,97,0,-2,16,1,106
O=C(CCC(=O)OCC(F)(F)C(F)F)Nc1ccc(F)cc1F,-8,-3,0.7,96,-8,98,-4,-5,12,2,94
CCOC(=O)CCP(=O)(O)C(C)(O)c1ccccc1 (stereo not drawn),4,-6,0.3,100,-6,101,-3,5,39,1,99
O=C1Cc2ccccc2Sc2ccccc21,-10,-18,0.2,100,-12,101,-8,-4,22,1,102
CCc1ccc(OCCOCC(O)CNC(C)(C)C)cc1 (stereo not drawn),-10,-11,0.3,100,-10,101,-7,-6,12,-7,101
CCOC(=O)N1CCC(NC(=O)c2cccc3c2C(=O)N(CCOC)C3)CC1,-6,-11,-1.1,99,-6,99,-9,3,18,-2,99
Cc1cc(C)cc(NC(=S)NCc2cccnc2)c1,-7,-15,0.8,98,-10,99,-1,-6,14,5,95
Cc1ccc(-c2noc(C3CCCN(C(=O)C4CCCCC4)C3)n2)o1 (stereo not drawn),-1,-10,0.4,103,-6,103,-8,2,11,2,100
O=C(Nc1nccs1)c1c(O)c2cccc3c2n(c1=O)CCC3,-5,-20,0.1,102,-9,104,-10,1,23,14,103
COc1cnc(-c2ccccn2)nc1Oc1ccc(Cl)c2ccccc12,-4,-2,0.4,97,-3,96,0,0,28,1,100
CSc1nnc(-c2cccs2)n1C,1,-6,0.5,104,-1,108,-2,2,15,2,102
COc1ccc(N2CC(C(=O)N/N=C/c3cccs3)CC2=O)cc1 (stereo not drawn),-1,-2,1.6,101,-2,102,-6,-1,20,19,110
Cn1c(CN2CCN(CC#N)CC2)c(C#N)c2ccccc21,-5,-16,0.4,101,-10,103,-15,0,27,1,100
COc1ccc(CCNC(=O)c2ccc(CS(=O)(=O)c3ccc(C)cc3)o2)cc1OC,-6,-4,1.2,100,-1,104,-5,-5,4,5,98
CCC(C)C(=O)Nc1ncc2c(n1)CC(c1cccs1)CC2=O (stereo not drawn),0,-6,0.2,103,0,107,0,-2,72,3,107
Cc1cccc(Nc2nnc(SCC(=O)NC(=O)Nc3ccc4c(c3)OCCO4)s2)c1,-2,2,-0.7,98,-2,91,2,-2,5,-3,95
O=C(COC(=O)/C=C/c1ccc(Cl)cc1Cl)NCc1ccco1,-1,-5,0.4,102,-2,100,-1,-1,12,6,u
CC1CCc2nc(NC(=O)CSc3nc4ccccc4o3)sc2C1 (stereo not drawn),-8,-20,0.7,101,-7,102,-11,-1,35,41,102
COC(=O)CC1SC(=O)NC1=O (stereo not drawn),-2,-2,0.1,101,0,99,-4,0,9,0,97
COc1ccc(N=C2C(=Nc3ccc(OC)cc3)N(c3ccccc3)C(=S)N2C(=O)c2ccc(Cl)cc2)cc1,-6,0,1.9,101,-3,102,2,0,21,-3,99
Cn1cc([N+](=O)[O-])c(C(=O)NCC(=O)O)n1,2,-5,0.2,101,-2,101,0,0,22,0,102
Cc1ccccc1C(=O)NN(C)c1nc2ccccc2nc1C(F)(F)F,0,-1,0.4,99,1,101,-1,1,17,1,97
COc1ccc(-c2nnc(SCC(=O)c3cccs3)o2)cc1,-4,11,1.8,96,7,97,7,15,38,11,99
C/C(=N\Nc1ccccn1)c1ccc(C(C)C)cc1,-1,0,3.0,110,-1,104,-2,-3,22,10,108
CCOC(=O)c1[nH]c2ccccc2c1N=CN(CC)CC,1,-3,0.1,86,-1,103,0,0,9,1,91
Cc1ccc(-n2nnc3c(=O)n(CC(=O)c4ccccc4)cnc32)cc1,-4,-6,0.1,104,-6,108,-9,-1,28,0,104
O=C(COC(=O)CCc1nc2ccccc2s1)Nc1ncc(Cl)cc1Cl,-9,-6,0.2,98,-10,101,-8,-5,13,0,99
Cc1nn(Cc2ccccc2)c(Cl)c1/C=N/NC(=O)c1cccnc1,-2,-3,2.7,102,-3,103,-2,-3,6,15,100
O=C(Nc1sc2c(c1C(=O)O)CCCCC2)c1ccccc1F,-3,-4,-0.3,102,0,103,0,0,13,1,101
CCOC(=O)C1C(c2ccc(C)o2)NC(=O)NC1(O)C(F)(F)F (stereo not drawn),-7,-14,-0.5,103,-9,101,-11,-1,17,4,100
O=C(O)c1ccccc1C(=O)Nc1ccccc1,-5,-10,0.3,106,-5,100,-8,0,23,0,102
Cc1cc(C)nc(SCc2csc(-c3ccccc3)n2)n1,-8,-17,0.8,101,-7,101,-11,-6,10,7,101
NC(=O)NC(=O)CSc1nnc(-c2ccco2)n1Cc1ccccc1,-4,-2,0.2,103,-3,102,-6,-2,24,0,99
COc1cc(NC(=O)c2cc(Cl)ccc2Cl)ccc1-c1cc2ccccc2oc1=O,0,0,0.5,100,-3,100,0,-1,16,1,103
CN(C)c1cccc2c(C=C(C#N)C#N)ccc(N(C)C)c12,-2,-1,4.1,93,-9,97,-16,0,16,16,93
Cc1ccnc(NC(=O)c2ccc(Cl)c([N+](=O)[O-])c2)c1,0,-3,0.5,98,-6,99,-2,-3,14,9,97
O=C(NCc1cccnc1)c1c(O)c2cccc3c2n(c1=O)CCC3,4,-1,0.6,82,4,85,0,0,22,2,84
COC(=O)C(O)(CC(=O)Nc1ccc(Cl)cc1Cl)C(F)(F)F (stereo not drawn),3,-1,1.2,94,-6,90,24,-2,21,2,93
CCOC(=O)C1=C(N)OC2=C(C(=O)CC(C)(C)C2)C1c1ccco1 (stereo not drawn),-2,-13,0.1,116,-7,109,-6,-5,31,1,113
COC(=O)Cn1ncc(N2C3CC(CC(C)(C)C3)C2C)c(Cl)c1=O (stereo not drawn),-7,-1,1.8,105,-5,105,0,-5,7,14,104
COc1ccc(-c2cc(C(F)(F)F)nc(N3CCN(c4ccc(F)cc4)CC3)n2)cc1OC,-5,0,-2.6,97,2,95,1,0,40,-3,101
COc1ccccc1N1CCN(CC(O)COc2cccc3ccccc23)CC1 (stereo not drawn),-2&-1,-3&-1,1.7,104&96,-1&-2,105&100,-2&0,-3&-2,19&69,2&3,102&91
Brc1ccc2c(c1)OCCOCCOCCOCCOCCO2,-7,-6,0.7,100,-9,104,-4,-5,12,0,101
COc1ccc(S(=O)(=O)N2CCCCC2)cc1NC(=O)Cc1c[nH]c2ccccc12,0,-1,1.2,91,0,86,1,-1,7,3,95
CCOC(=O)c1c(NC(=S)Nc2ccccc2)sc2c1CCCCC2,-6,-2,0.1,104,0,106,-3,-4,11,3,105
Cc1ccc(Cl)cc1NC(=O)Nc1cccs1,-16,-1,-0.3,97,-8,103,-2,-9,8,2,101
CCOC(=O)c1oc2cccc(O)c2c1C,0,0,0.3,99,0,101,-1,-3,13,2,99
O=C(NCc1ccncc1)c1cc(F)c(F)cc1Cl,0,-5,-0.1,100,-5,100,0,0,10,1,99

# 4 structures out of the list, ordered by SMILES length, descending:
SMILES,Bcl-XL Bim block,Bfl-1 Bim block,ABCB1 block,RGS4-Gao reg,Bim-Bcl-B,RGS8-Gao reg,Bcl-2 Bim block,Bcl-W Bim block,GSH bead fluor,ABCG2 block,RGS7-Gao
Cc1ccc(-c2noc(C3CCCN(C(=O)C4CCCCC4)C3)n2)o1 (stereo not drawn),-1,-10,0.4,103,-6,103,-8,2,11,2,100
O=C(COC(=O)CCc1nc2ccccc2s1)Nc1ncc(Cl)cc1Cl,-9,-6,0.2,98,-10,101,-8,-5,13,0,99
CCc1ccc(OCCOCC(O)CNC(C)(C)C)cc1 (stereo not drawn),-10,-11,0.3,100,-10,101,-7,-6,12,-7,101
Cc1ccc(Cl)cc1NC(=O)Nc1cccs1,-16,-1,-0.3,97,-8,103,-2,-9,8,2,101

# Additional results.
SMILES,Bcl-XL Bim block,Bfl-1 Bim block,ABCB1 block,RGS4-Gao reg,Bim-Bcl-B,RGS8-Gao reg,Bcl-2 Bim block,Bcl-W Bim block,GSH bead fluor,ABCG2 block,RGS7-Gao
COc1cc(OC)cc(C(=O)N2CCN=C2SCc2cccnc2)c1,-2,-11,0.7,105,-1,105,-6,-1,23,3,105
Cc1ccc(CSc2sc(C(=O)c3ccccc3)c(N)c2C#N)cc1,3,-8,0.6,98,-15,96,-12,5,52,7,101
Cc1cccc2nc(CSc3ccccc3N)cn12,-7,0,0.1,98,-5,103,0,-3,21,1,105
Cn1c(NC(=O)c2ccc(Cl)cc2)cc(=O)n(C)c1=O,-2,-14,1.5,105,-10,106,-3,-1,11,2,105
CCOC(=O)N1CCC(Nc2cccc(SC)c2)CC1,2,4,0.4,102,-4,99,0,0,11,3,99
CCCOC(=O)c1c(NC(=O)CCCn2nc([N+](=O)[O-])cc2C)sc(C(=O)OC)c1C,-4,1,19,101,-6,100,-1,-4,20,10,97
COc1ccc(OC)c(CN2C(=O)c3ccccc3C2C(=O)NCc2cccnc2)c1 (stereo not drawn),0,-6,0.7,98,-5,102,-6,0,11,2,101
COC(=O)CC1C(=O)NCCN1C(=S)NC(=O)c1ccccc1[N+](=O)[O-] (stereo not drawn),-7,-4,0.2,99,-11,101,-9,-6,10,1,102
O=C(O)c1cccc(NC(=O)c2ccc(S(=O)(=O)c3ccccc3)cc2)c1,-8,-1,0.3,116,-9,130,-5,-3,12,-1,110
CCC(=O)Nc1c(C)nn(-c2ccc(C)c(C)c2)c1C,-4,-1,-1.4,101,-2,99,0,0,14,-3,98
COc1cc(/C=C2/C(=N)N3OC(C)=CC3=NC2=O)ccc1OC(=O)c1ccco1,-3,-6,-0.1,102,-3,98,-2,-2,9,5,95
COC(=O)CC1C(=O)NCCN1Cc1cn(-c2ccc(C)cc2)nc1-c1cccc(C)c1 (stereo not drawn),-2,-5,1.6,101,-3,100,-2,2,8,13,100
Cc1cc(C)nc(-n2nc(C)cc2NC(=O)CN2CCc3ccccc3C2)n1,3,2,8.3,97,3,99,2,3,8,6,94
CN(C(=O)CSc1nncc2ccccc12)C1CCCCC1,-4,-2,-1.0,95,-8,97,-2,-1,15,14,98
C[N+]1(CC(=O)Nc2ccccc2Cl)CCN(C(=O)c2cccs2)CC1,-11,-17,1.3,104,-12,101,-7,-3,27,4,104
Cn1ncc(Br)c1C(=O)NC(=S)N1CCN(c2ccccn2)CC1,-8,1,0.4,92,-13,96,-2,-4,10,5,93
Nc1c(C(=O)Nc2ccc3c(c2)OCCO3)nnn1CCc1ccccc1,-3,-5,0.6,104,-6,101,-7,-3,15,2,102
NNC(=O)c1cc(Br)cs1,-2,1,-0.5,99,0,100,4,-1,11,-1,106
Cn1nnnc1SCc1nnc(-c2ccc(Cl)cc2)o1,-1,-2,0.7,99,0,100,-3,-1,14,3,97
Cn1c(=O)c2c(nc(N3CCc4ccccc4C3)n2C)n(C)c1=O,7,-3,0.5,101,6,104,0,4,6,3,97
COc1ccc(CCNc2oc(-c3ccccc3OC)nc2C#N)cc1OC,-1,-1,1.1,98,0,97,-5,-3,12,4,99
